USP2a block = USP2a (human) protease inhibition. O75604. USP2 core, Ub-CHOP2 coupled fluorogenic reporter, 485/531. Potency, µM (titrated, usually from 38.3 µM), for the others: at the top dose activity change, negative = inhibition, most hits filed as inhibitors. actives 0.01% (n = 330,000). AID 463254;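 note: potency is the fitted concentration of half-maximal effect; plate controls were DMSO wells for no effect and full inhibition by NEM control for full effect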
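USP2 core (10nM final) preincubated 30min RT with compound in 20mM Tris-HCl pH 8.0, 2mM CaCl2, 2mM beta-mercaptoethanol, 0.05% CHAPS; 25nM Ub-CHOP2 plus 25nM reporter substrate added, fluorescence (Ex485/Em531) read after 60min.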
GALK inhibitor = inhibitors of human galactokinase; P51570; Purified GALK, Kinase-Glo residual ATP luminescence; Potency, µM (doses to about 57.5 µM), for the others: at the highest dose activity change, negative = inhibition, most hits filed as inhibitors; actives 0.007% (n = 270,000); AID 1868; note: potency is the fitted concentration of half-maximal effect
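5 nM enzyme, 35 uM ATP, 100 uM galactose, 20 mM HEPES pH8.0, 5 mM MgCl2; 1 h RT; residual ATP by Kinase-Glo Plus luminescence, qHTS format.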
PKM2 act = activators of human pyruvate kinase M2. purified PKM2, Kinase-Glo ATP luminescence, activation; response scale: 0% is enzyme alone, no compound. AID 1631. actives 0.34% (n = 260,000). P14618. Potency, µM (highest dose often 57.5 µM), inactives show top-dose activation, actives largely listed as activators; note: potency is the fitted concentration of half-maximal effect; nearly all actives have a fitted effect of over 55% in size
Target sequence (P14618 whole entry, looked up): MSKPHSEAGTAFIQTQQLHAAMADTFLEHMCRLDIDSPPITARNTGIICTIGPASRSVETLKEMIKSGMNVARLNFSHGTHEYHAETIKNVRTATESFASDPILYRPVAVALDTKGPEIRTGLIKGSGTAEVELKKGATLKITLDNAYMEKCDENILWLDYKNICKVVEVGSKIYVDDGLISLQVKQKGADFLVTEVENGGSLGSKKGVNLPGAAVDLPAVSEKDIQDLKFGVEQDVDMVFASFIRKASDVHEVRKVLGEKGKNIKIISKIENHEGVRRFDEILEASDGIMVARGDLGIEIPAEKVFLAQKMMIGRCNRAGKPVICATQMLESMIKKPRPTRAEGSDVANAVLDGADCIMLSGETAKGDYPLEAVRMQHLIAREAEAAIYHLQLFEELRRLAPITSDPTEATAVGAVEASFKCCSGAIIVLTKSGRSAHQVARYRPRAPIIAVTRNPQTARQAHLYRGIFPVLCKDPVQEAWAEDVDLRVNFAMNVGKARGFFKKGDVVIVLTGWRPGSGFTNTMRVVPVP
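Purified hPK-M2 (>95% pure) converted ADP (0.1 mM final) to ATP with 0.5 mM PEP in 50 mM imidazole pH7.2, KCl, MgCl2, Tween 20, BSA; 1 h at room temperature. ATP detected by Kinase-Glo luminescence.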
Giardia kill = Giardia lamblia killing; actives 0.15% (n = 340,000); AID 540267; Giardia lamblia trophozoite viability; activity change, % at 7.66 µM, hits read low; in the data active = activity change below about -80%; inconclusive = between about -30% and that limit;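 note: parasites exposed to compound for two days anaerobically before the ATP read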
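Giardia lamblia trophozoites (100 cells/well) were incubated with compounds for 48 h at 37 deg C under anaerobic conditions. Viability was read as ATP content by one-step luminescence after 15-30 min at room temperature.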
Eya2 phos inh = inhibitors of human Eya2 phosphatase activity. O00167. recombinant Eya2, OMFP fluorescence dephosphorylation (OMFP is methylfluorescein phosphate). Potency, µM (highest dose often 76.9 µM), for inactives: top-dose activity, negative = inhibition, actives largely listed as inhibitors. actives 0.006% (n = 330,000); note: potency is the fitted concentration of half-maximal effect
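Eya2 (0.2 uM) preincubated 10 min at ambient with compound, then OMFP substrate added at 50 uM; 10 min reaction in 50 mM HEPES pH 7.5, 50 mM NaCl, 5 uM MgCl2, 0.05% BSA, 1 mM DTT. Fluorescence read at Ex 485/Em 525 nm.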
KCNH2 WT inh = KCNH2 (human, wildtype) channel inhibition. U2OS, BacMam KCNH2, thallium flux FluxOr; active compounds read low. activity change, % at 1.84 µM. actives 0.37% (n = 340,000);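 active = maximum activity change below -70%; inconclusive = maximum activity change between -70% and -50%; inactive = maximum activity change above -50%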
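U2OS cells were transduced with wild-type KCNH2 virus (2.03 x 10^8 / mL) for 4 h at room temperature, then cultured overnight at 37 C. Thallium flux was read with FluxOr dye. Rate constants were normalized to DMSO controls.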
FBPA coupling cs = coupling enzyme interference in Giardia aldolase counter-screen; coupling enzyme system counterscreen, AmpLite Red fluorescence; activity change, negative = inhibition, % at 58.2 µM, hits read low; actives 0.67% (n = 290,000); in the data active = activity change below about -30%
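Final compound at 57.5 uM, incubated 10 min at RT with coupling enzyme reagent (glyceraldehyde-3-phosphate), then 20 min with substrate and AmpLite Red detection. Fluorescence read at 525/598 nm; tests interference with the coupling assay, not aldolase inhibition.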
B2AR arrestin = agonists driving beta-arrestin recruitment to human beta2-adrenergic receptor. beta-arrestin recruitment to beta2AR, cell-based reporter. Potency, µM (titrated, usually from 46.1 µM), for the others: at the highest dose activation, usual class: activators. actives 0.02% (n = 330,000). AID 492947;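 note: potency is the fitted concentration of half-maximal effect; 0% = DMSO controls and full agonism = EC100 isoproterenol or metaproterenol; nearly all actives have a fitted effect of over 65% in size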
Target sequence (P07550 whole entry, looked up): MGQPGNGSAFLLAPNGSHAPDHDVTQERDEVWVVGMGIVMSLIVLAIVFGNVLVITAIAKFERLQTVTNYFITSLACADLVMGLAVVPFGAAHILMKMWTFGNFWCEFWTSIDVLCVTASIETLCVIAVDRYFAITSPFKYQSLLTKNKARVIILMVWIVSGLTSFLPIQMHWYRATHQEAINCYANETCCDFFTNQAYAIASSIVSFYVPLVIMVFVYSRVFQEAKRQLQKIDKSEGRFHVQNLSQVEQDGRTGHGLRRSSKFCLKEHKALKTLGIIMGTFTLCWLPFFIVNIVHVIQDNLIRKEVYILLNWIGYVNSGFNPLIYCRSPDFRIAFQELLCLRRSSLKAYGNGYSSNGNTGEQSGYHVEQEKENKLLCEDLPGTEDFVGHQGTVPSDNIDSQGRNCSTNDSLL
Chronic BCR inh = blocks chronic active B-cell receptor signaling; ABC-DLBCL IkBa-CBG/CBR reporter, luminescence ratio, 4 h; Potency, µM (titrated, usually from 46.1 µM), inactives show at the top dose ratio change, negative = lower green/red ratio, most hits filed as inhibitors; actives 0.05% (n = 340,000); active = well fitted inhibition curve with a large enough effect in the signal ratio, with a control signal flat, not every such curve was filed as active; inconclusive = small, poorly fitted or top-dose-only effect, or effect the other way, or a change in a side signal; the % refers to the signal ratio;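 note: potency is the fitted concentration of half-maximal effect; plate controls were basal doxycycline-induced cells for no effect and cells given 10 µM MG132 for full effect; MG132 reads +100%, hits lower the ratio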
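TMD8 human ABC-DLBCL cells with doxycycline-inducible IκBα–green luciferase fusion and unfused red luciferase, in 0.5% FBS medium; compounds up to 46 uM, 4 h at 37C. Green/red luminescence ratio, filter-overlap corrected, fitted to concentration-response curves.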
uPA generation = cell surface uPA generation inhibition; cell surface uPA generation assay, qHTS; actives 0.31% (n = 330,000); Potency, µM (top dose mostly 38.3 µM), inactives show top-dose activity change, negative = inhibition, hits mostly inhibitors; active = well fitted inhibition curve with a large enough effect; inconclusive = small, poorly fitted or top-dose-only effect; inactive = no such curve, though single readings can be large or run the other way; tested in mouse RAW 264.7 cells; note: potency is the fitted concentration of half-maximal effect; nearly all actives have a fitted effect of over 55% in size
KCNH2 3.1 block = inhibitors of human KCNH2 3.1 potassium channel isoform; U2OS KCNH2 3.1, thallium flux FluxOr; active compounds read low; activity change, % (tested at about 1.8 µM); actives 0.95% (n = 340,000);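 active = maximum activity change below -70%; inconclusive = maximum activity change from -70% to -50%; inactive = maximum activity change above -50%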;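 note: thallium influx rate constant from kinetic fluorescence after stimulation buffer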
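Thallium flux via FluxOr fluorescence (Red40 quencher, 45 min loading) in U2OS cells virally expressing the KCNH2 3.1 isoform (1.77 x 10^8 /mL virus, overnight at 37 C). Rate constants from 2-min kinetic reads post-stimulation, normalised to positive and negative controls.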
Numbers without * were called inactive; ? = inconclusive; . = no result given. Unless noted, calls come from the whole dose curve; as a rule, active = well fitted curve in the direction sought with a large enough effect; inconclusive = small, poorly fitted or top-dose-only effect, or another doubt; inactive = no such curve, though single readings can be large; an effect the other way counts as inactive or inconclusive. Unless noted, % is set by controls: 0 for no effect and ±100 for the full control effect.

Each structure is followed by: USP2a block	GALK inhibitor	PKM2 act	Giardia kill	Eya2 phos inh	KCNH2 WT inh	FBPA coupling cs	B2AR arrestin	Chronic BCR inh	uPA generation	KCNH2 3.1 block
CC(C)(CCl)C(=O)Nc1ccc(Sc2ccc(F)cc2)cc1
    -5%	0%	-14%	-10	2%	-5	-3	-0.8%	?	-1%	-1
COc1ccc(NC(=S)NCc2cccnc2)cc1OC
    2%	3%	-5%	0	-9%	-5	4	0.0%	-2%	20%	-5
COc1ccccc1N(Cc1ccccc1)S(=O)(=O)c1cccc(C(=O)O)c1
    1%	-3%	7%	?	13%	-10	2	-0.5%	5%	12%	6
COc1cccc(CN=CC2=C(O)CC(C)(C)CC2=O)c1OC
    1%	4%	5%	5	-19%	-14	0	-0.1%	-8%	-10%	4
Cc1[nH]n2c(=O)cc(Cc3ccccc3)nc2c1C#N
    2%	-5%	-14%	0	11%	-12	18	0.2%	7%	8%	4
COc1cc(C)c(COc2ncnc3ccccc23)cc1OC
    -1%	1%	3%	-24	8%	-1	-2	-0.4%	-5%	-4%	4
Cc1ccc(C(=O)OCC(=O)NC(C)c2ccccc2)cc1C (stereo not given)
    -3%	.	.	-4	0%	-4	.	-0.3%	-7%	2%	22
O=C(Nc1cccc(C(F)(F)F)c1)c1cnc2n(c1=O)CCS2
    -1%	1%	0%	-17	8%	1	1	-1.7%	?	-2%	6
CCOC(=O)c1nn(-c2ccc(C)cc2)c(=O)cc1OCC(=O)Nc1ccc(OC)cc1
    2%	.	.	9	27%	-6	.	-0.2%	0%	2%	-8
CCn1c(Cc2ccccc2)nnc1SCC(=O)Nc1ccc(N2CCOCC2)c(Cl)c1
    0%	-1%	0%	-3	1%	10	-1	0.0%	-5%	-1%	3
COc1ccc(-c2nc(NC(=O)C3CCN(c4nc5ccccc5o4)CC3)sc2C)cc1
    -17%	-4%	1%	14	-6%	-21	-8	0.4%	?	-4%	-44
CCOC(=O)COc1ccc2c3c(c(=O)oc2c1C)CCC3
    2%	0%	3%	-30	15%	-1	3	-1.3%	0%	5%	3
Cn1c2c(c(=O)n(C)c1=O)C(c1ccc(F)cc1)C(C#N)=C(N)O2 (stereo not given)
    1%	7%	-1%	-7	0%	-5	-1	-0.1%	12%	-2%	4
CCn1c(=O)c(C(=O)NNC(=O)c2ccccc2F)c(O)c2ccccc21
    0%	-1%	3%	-11	3%	-3	2	0.0%	?	2%	7
CCN(C(=O)COc1ccc2ccc(=O)oc2c1)C1CCCCC1
    14%	.	.	11	0%	14	.	0.5%	-5%	-1%	6
COc1cc2[nH]c(C(=O)N3CCc4ccccc43)cc2c(OC)c1OC
    0%	-1%	.	-6	-13%	.	-5	-1.1%	-14%	?	-11
CNC(=O)NNC(=O)c1onc(-c2c(Cl)cccc2Cl)c1C(=O)OC
    -5%	-3%	-2%	-11	6%	-4	-4	2.5%	-12%	-6%	5
Cc1cccc(-c2oc3ccc(-c4ccc5c(c4)OCO5)cc3c2/C=C/c2ccc(N)cc2)c1
    2%	.	0%	-15	8%	-13	1	-0.6%	10%	12%	17
NS(=O)(=O)c1cccc(NS(=O)(=O)c2ccc(/C=C/C(=O)OCC(=O)c3ccc(Br)cc3)cc2)c1
    2%	-12%	1%	-4	6%	-14	-2	0.0%	?	-7%	2
O=C(O)c1cn(-c2ccccc2)c(=O)c2ccccc12
    0%	-1%	-1%	-24	15%	-44	3	0.1%	-7%	6%	1
CC(=O)c1c(C)[nH]c(C(=O)CSc2nnc(NC3CC3)s2)c1C
    -1%	.	.	11	-26%	-5	.	-0.4%	-2%	0%	-4
Cc1cc(C)nc(NS(=O)(=O)c2ccc(CC(C)C)cc2)c1
    10%	-1%	-1%	-16	8%	-1	7	0.3%	0%	0%	13
CC1(C)Cc2c(sc3nc(-c4cc5ccccc5o4)n(N)c(=O)c23)CO1
    -1%	-1%	-11%	2	2%	-3	0	0.1%	?	.	1
O=C(NCCCN1CCOCC1)c1sc2ccccc2c1Cl
    2%	13%	-9%	7	-7%	-11	0	-0.2%	?	-1%	8
O=C1C=C(c2cccc(Cl)c2O)C[C@@H](c2ccc(F)cc2)C1
    -12%	.	.	7	2%	-3	.	0.0%	?	-2%	-9
O=C(Nc1nccs1)c1ccc(Cl)c(S(=O)(=O)N2CCOCC2)c1
    -2%	0%	1%	-3	-3%	-6	2	-0.6%	12%	4%	-7
COc1ccc(CNC(=O)CCn2c(=O)[nH]c3ccccc3c2=O)cc1
    1%	10%	-3%	2	-2%	5	5	0.0%	0%	-1%	5
Cc1nn(CC(=O)NCC2CCCO2)c(C)c1[N+](=O)[O-] (stereo not given)
    3%	7%	-8%	5	-28%	12	2	0.1%	?	5%	0
Cc1cc(C)nc(/N=C2\NC(=O)CC(C(=O)O)N2c2ccc(F)c(Cl)c2)n1 (stereo not given)
    0%	9%	-2%	.	-10%	.	6	0.0%	-1%	.	.
COc1cc(/C=N/N(c2ccccc2)c2ccccc2)ccc1O
    -1%	0%	-1%	-2	-7%	-1	0	-0.8%	?	1%	-8
COc1ccc(Cl)cc1C(=O)NNC(=O)CNC(=O)c1ccco1
    3%	.	.	16	10%	3	.	-2.2%	0%	4%	-17
Cn1c(COc2ccccc2)nnc1SCCSc1nnc(COc2ccccc2)n1C
    2%	-4%	?	2	13%	-16	2	0.1%	-3%	6%	-2
CN(C)c1ccc(NC(=O)Cn2c(=O)n(Cc3ccccc3)c(=O)c3ccccc32)cc1
    -1%	3%	-2%	1	1%	-3	-1	-0.1%	0%	.	-11
CC(C)/C=N/NC(=O)c1cccc(N2CCCC2=O)c1
    -1%	2%	6%	-6	5%	-4	3	-1.2%	?	2%	3
Cc1ccc(Cl)cc1NC(=O)COc1ccccc1
    2%	5%	-2%	?	10%	-10	0	0.3%	0%	-24%	-28
CCC1(c2ccc(F)cc2)NC(=O)N(CC(=O)N2c3ccccc3CC2C)C1=O (stereo not given)
    -2%	.	.	-11	-13%	-15	.	-0.8%	-3%	12%	-2
CCc1c(C)nc(SCC(=O)NC2CCCC2)[nH]c1=O
    1%	1%	0%	4	-5%	3	0	-0.4%	10%	-4%	6
O=C1c2cccc3cc([N+](=O)[O-])cc(c23)C(=O)N1CC1CCCO1 (stereo not given)
    0%	.	3%	-24	-10%	-5	-1	-0.4%	-2%	-20%	-7
O=C1CN(C(=O)c2ccco2)C(c2ccccc2)c2cc(Cl)ccc2N1 (stereo not given)
    0%	-1%	0%	4	-8%	4	1	-3.6%	-2%	-5%	-1
CC(C)Cn1c(N)c(C=O)c(=O)n(C)c1=O
    -1%	12%	2%	0	0%	1	-1	-0.1%	5%	-3%	-10
COc1ccc(OCC(O)CN2CCN(c3ncccn3)CC2)cc1 (stereo not given)
    1%	0%	-14%	-28	-1%	19	-2	-0.2%	-7%	1%	11
Cc1cc(N2CCOCC2)nc(-c2ccc(Br)cc2)n1
    0%	.	9%	11	-8%	4	0	-0.1%	?	8%	5
CCOC(=O)c1ccc(NC2=CC(=O)C(=O)c3ccccc32)cc1
    0%	-3%	-4%	-12	-3%	-6	.	-0.2%	?	-19%	12
COc1ccc(CNC(=O)C2CSC(=O)C2)cc1 (stereo not given)
    2%	0%	2%	7	-1%	7	3	-0.1%	0%	-3%	-9
CCCCCn1c(C)c2c(OCC)cccc(=O)c2c1C
    4%	.	6%	4	-6%	12	0	0.8%	?	12%	7
C/C(=N\NC(=S)NCc1ccccc1)c1ccc(C)o1
    0%	0%	0%	6	-7%	8	1	?	-10%	5%	3
COc1ccc(-n2nnc3c(=O)n(CC(=O)N4CCCC4)cnc32)cc1
    1%	-2%	-4%	14	6%	27	3	-0.1%	1%	.	-7
CC(=O)Nc1ccc(NC(=O)CSc2nnc(NC(=O)c3ccc(Br)o3)s2)cc1
    1%	-4%	-30%	-26	5%	-6	.	-0.4%	0%	?	-3
CC(=O)C[C@@H](O)CC(=O)[C@@H]1OC(=O)CCCCCc2ccccc21
    0%	.	.	-19	-7%	-8	.	-0.2%	-2%	17%	.
COc1ccc(/C=C/C(=O)Nc2cccnc2)cc1OC
    9%	0%	2%	-1	-6%	3	-1	0.1%	?	-1%	-25
CCN(c1ccc(OC)cc1)S(=O)(=O)c1nnc(NC(=O)C2CCCCC2)s1
    4%	-2%	.	?	-12%	-4	.	0.5%	2%	-2%	4
Cc1ccc2cc(/C=N/NC(=O)[C@H](C)NC(=O)OC(C)(C)C)c(Cl)nc2c1
    1%	-1%	-3%	4	7%	-1	5	-0.3%	-8%	-8%	3

Bioassay records: PubChem BioAssay, National Center for Advancing Translational Sciences (NCATS)
